# RORgamma inh – ROR gamma (mouse) transcription inhibition; P51450; Drosophila S2 Gal4-RORgamma UAS-luciferase reporter, 20 h; Potency, µM (titrated, usually from 53.6 µM), inactives show at the highest dose activity change, negative = inhibition, most hits filed as inhibitors; actives 5.4% (n = 310,000); AID 2551; note: potency is the fitted concentration of half-maximal effect; % is set by controls: 0 for no effect and ±100 for the full control effect; nearly all actives have a fitted effect of over 60% in size
#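 ROR gamma transcriptional activity was tracked as Gal4-UAS luciferase output in stably transfected Drosophila Schneider cells, with compound added 1 hr before 700 uM copper sulfate induction and a 20 hr ambient-temperature incubation.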
# Rab9 prom act – activators of Rab9 promoter | Huh7 Rab9 promoter-luciferase reporter, luminescence, 24 h | Potency, µM (top dose mostly 9.22 µM), for the others: at the top dose activation, negative = inhibition, actives largely listed as activators | actives 2.8% (n = 320,000) | AID 485297; note: potency is the fitted concentration of half-maximal effect; % of control where 0% means no effect; nearly all actives have a fitted effect of over 60% in size
#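 Huh7 cells stably carrying a Rab9 promoter-luciferase reporter, 1500 cells per well in OP-MEM I with 10% FBS, treated with compound 24 hours at 37C. Luciferase activity read by luminescence after 10 minutes with Amplite reagent.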
# NPC1 prom act – activates the NPC1 promoter; Huh7 NPC1 promoter luciferase reporter, 24 h; Potency, µM (series often up to 9.22 µM), for the others: top-dose activation, actives largely listed as activators; actives 2.4% (n = 320,000);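 note: potency is the fitted concentration of half-maximal effect; % of control where 0% means no effect; nearly all actives have a fitted effect of over 60% in size; reporter is driven by a mutant NPC1 promoter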
#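 Huh7 reporter cells (NPC1 promoter driving luciferase) are dosed with compound for 24 h at 37 °C, 5% CO2; luciferase detection reagent is then added and luminescence measured after 10 min at ambient temperature.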
# VP16 counter – inhibits Gal4-VP16 luciferase reporter, ROR gamma counter-screen; Drosophila S2 Gal4-VP16 UAS-luciferase, luminescence, 20 h; AID 2546; Potency, µM (doses to about 53.6 µM), for the others: at the highest dose activity, negative = inhibition, actives largely listed as inhibitors; actives 3.5% (n = 310,000);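 note: Gal4-VP16 expression switched on by copper sulfate through the metallothionein promoter; potency is the fitted concentration of half-maximal effect; % is set by controls: 0 for no effect and ±100 for the full control effect; nearly all actives have a fitted effect of over 50% in size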
# FLuc modulator – counter-screen for miR-21 project: firefly luciferase inhibitors or activators | purified FLuc, Km substrates, luminescence inhibition | Potency, µM (titrated, usually from 57.5 µM), for the others: top-dose activity change, negative = inhibition, actives largely listed as inhibitors | actives 6.9% (n = 360,000);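 note: potency is the fitted concentration of half-maximal effect; plate controls were vehicle for no effect and reference inhibitor for full effect; nearly all actives have a fitted effect of over 55% in size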
# Target sequence (P08659 whole entry, looked up): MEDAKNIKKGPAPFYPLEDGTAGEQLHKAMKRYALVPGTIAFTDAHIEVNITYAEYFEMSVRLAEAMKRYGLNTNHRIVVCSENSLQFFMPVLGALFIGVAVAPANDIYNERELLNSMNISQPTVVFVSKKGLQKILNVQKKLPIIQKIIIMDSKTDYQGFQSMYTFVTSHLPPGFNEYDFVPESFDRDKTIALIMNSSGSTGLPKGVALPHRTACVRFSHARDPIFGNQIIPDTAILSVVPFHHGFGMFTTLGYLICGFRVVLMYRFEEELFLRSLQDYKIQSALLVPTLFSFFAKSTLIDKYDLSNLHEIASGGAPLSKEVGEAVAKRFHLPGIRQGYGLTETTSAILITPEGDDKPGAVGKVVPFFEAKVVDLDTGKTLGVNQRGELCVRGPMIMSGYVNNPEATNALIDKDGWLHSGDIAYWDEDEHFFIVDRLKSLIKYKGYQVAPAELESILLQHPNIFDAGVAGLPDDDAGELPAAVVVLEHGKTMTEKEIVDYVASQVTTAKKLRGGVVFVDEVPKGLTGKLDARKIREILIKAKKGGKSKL
#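 Purified P. pyralis luciferase (10nM final) with 10uM D-luciferin and 10uM ATP (Km levels) in 50mM Tris acetate pH 7.5, 10mM Mg acetate, 0.01% Tween-20, 0.05% BSA; qHTS 6-point titration, ~60 µM downward; luminescence read.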
# p53 reactivation – mutant p53 re-activation in reporter cells. H1299 p53-A138V BP100-luciferase reporter, luminescence, 24 h. Potency, µM (titrated, usually from 92.2 µM), for inactives: at the highest dose activity change, positive = activation, hits mostly activators. actives 0.063% (n = 320,000). AID 504706; note: potency is the fitted concentration of half-maximal effect; % of control where 0% means no effect; nearly all actives have a fitted effect of over 45% in size
#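 H1299 (p53-null), stable ts p53-A138V + BP100-Luc; 1000 cells/well, Opti-MEM/10% FBS; cpd 4 pt, 1:5; 24 h, 37 deg C, 5% CO2; detection reagent 10 min RT; luminescence.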
# PKM2 act – increases activity of human pyruvate kinase M2. P14618. actives 0.34% (n = 260,000). purified PKM2, Kinase-Glo ATP luminescence, activation; response scale: 0% is enzyme alone, no compound. Potency, µM (top dose mostly 57.5 µM), for the others: at the top dose activation, hits mostly activators; note: potency is the fitted concentration of half-maximal effect; % is set by controls: 0 for no effect and ±100 for the full control effect; nearly all actives have a fitted effect of over 55% in size
# Target sequence (P14618 whole entry, looked up): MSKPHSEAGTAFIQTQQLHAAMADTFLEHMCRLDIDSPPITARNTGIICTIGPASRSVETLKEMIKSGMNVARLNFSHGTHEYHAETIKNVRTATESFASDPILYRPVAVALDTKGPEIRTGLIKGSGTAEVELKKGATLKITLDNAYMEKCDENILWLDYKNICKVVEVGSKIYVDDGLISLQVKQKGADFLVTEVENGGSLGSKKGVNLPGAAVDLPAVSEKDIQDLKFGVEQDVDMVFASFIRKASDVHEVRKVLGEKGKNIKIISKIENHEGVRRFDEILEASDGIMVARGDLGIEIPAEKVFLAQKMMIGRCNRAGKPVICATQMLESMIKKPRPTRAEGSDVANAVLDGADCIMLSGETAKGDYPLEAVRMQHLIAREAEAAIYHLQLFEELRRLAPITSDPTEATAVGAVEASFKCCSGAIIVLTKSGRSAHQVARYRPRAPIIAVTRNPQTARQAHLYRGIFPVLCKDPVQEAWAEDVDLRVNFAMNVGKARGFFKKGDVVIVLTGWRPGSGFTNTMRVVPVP
#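 Purified hPK-M2 (>95%) run at intermediate activity with 0.1 mM ADP and 0.5 mM PEP in 50 mM imidazole pH 7.2, KCl, MgCl2; 1 h room temperature. ATP formed read by Kinase-Glo luminescence; normalized to uninhibited and no-enzyme controls.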
# BRCA1 expr up – activators of BRCA1 expression; Potency, µM (series often up to 46.1 µM), for inactives: at the highest dose activation, hits mostly activators; actives 1.1% (n = 380,000); MCF7-BRCA1-FFLuc reporter, luminescence, 48 h; response scale: scaled: vehicle 0%, 10 µM genistein 100%; AID 624202; note: potency is the fitted concentration of half-maximal effect; nearly all actives have a fitted effect of over 80% in size; some results filed as inactive show a strong effect at the top dose
#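 Luminescence from a BRCA1-driven firefly luciferase in MCF7 cells was the read-out, taken 15 min after substrate addition following 48 h compound exposure at 37 °C. Data were normalized to a 10 microM genistein control and DMSO vehicle.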
# Giardia kill – Giardia lamblia killing; Giardia lamblia trophozoite viability; activity change, % at 7.66 µM, hits read low; AID 540267; actives 0.15% (n = 340,000); in the data active = activity change below about -80%; inconclusive = between about -30% and that limit;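 note: parasites exposed to compound for two days anaerobically before the ATP read; % is set by controls: 0 for no effect and ±100 for the full control effect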
#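 Compounds were tested on trophozoites seeded at 100 cells/well and held 48 hrs at 37 deg C anaerobically. An ATP-based luminescent kit measured the remaining live cells.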
# ELG1 genotox – inducers of genotoxicity in HEK293T ELG1-luciferase cells. Potency, µM (highest dose often 46 µM), inactives show at the top dose activity change, positive = activation, usual class: activators. AID 504466. actives 1.3% (n = 330,000). HEK293T ELG1-luciferase reporter, luminescence, 16 h; note: potency is the fitted concentration of half-maximal effect; % of control where 0% means no effect; nearly all actives have a fitted effect of over 60% in size
#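 Cells (2,000/well) expressing the ELG1-luciferase fusion are dosed by pin tool and kept 16 hr at 37 °C, 5% CO2. Signal comes from ONE-Glo luciferase reagent after 30 min at room temperature.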
# Menin MLL FP TR – displaces Texas Red mutant MLL peptide from human menin | actives 0.23% (n = 270,000) | AID 1768 | Potency, µM (series often up to 61.6 µM), inactives show at the highest dose FP activity change, negative = inhibition, usual class: inhibitors | O00255 | Menin + Texas Red MLL mutant peptide, fluorescence polarization; active = well fitted inhibition curve with a large enough effect in the polarisation, with a control signal flat, not every such curve was filed as active; inconclusive = small, poorly fitted or top-dose-only effect, or effect the other way, or a change in a side signal; inactive = no such curve, though single readings can be large or run the other way; the % refers to the polarisation; note: potency is the fitted concentration of half-maximal effect; % of control where 0% means no effect; many of its hits are not listed in these tables
# Starred values were filed as active, the others as inactive; u = inconclusive; x = no result given; [ ] = another dose, or the depositor's remark. Unless noted, calls come from the whole dose curve; as a rule, active = well fitted curve in the direction sought with a large enough effect; inconclusive = small, poorly fitted or top-dose-only effect, or another doubt; inactive = no such curve, though single readings can be large; an effect the other way counts as inactive or inconclusive. An excerpt; count on the stated rates, not on these rows.
SMILES,RORgamma inh,Rab9 prom act,NPC1 prom act,VP16 counter,FLuc modulator,p53 reactivation,PKM2 act,BRCA1 expr up,Giardia kill,ELG1 genotox,Menin MLL FP TR
CCCC(C(=O)NC1CCCC1)N(CC1CCCO1)C(=O)CNS(=O)(=O)c1ccc(F)cc1 (configuration not stated),9%,4%,7%,-7%,3%,1%,x,-42%,15,0%,-22%
COC(=O)[C@@]1(Cc2ccc(F)cc2)[C@H]2c3cc(C(=O)N(C)C)n(CC4CC4)c3C[C@H]2CN1C(=O)c1ccccc1,33%,x,x,-5%,x,x,3%,0%,x,x,u
Clc1cccc(Cl)c1CSc1nnc(CN2CCOCC2)n1-c1ccccc1,7%,8%,0%,3%,0%,-4%,-2%,-24%,-10,-10%,u
Cc1nc(C)c(CCNC(=O)c2ccc(C(F)(F)F)cc2)s1,u,-3%,-1%,26%,u,-9%,0%,24%,-3,5%,-15%
O=C(CN1C(=O)C2CCCCC2C1=O)N1CCN(c2ncccn2)CC1 (configuration not stated),8%,12%,1%,5%,-5%,2%,-3%,33%,-11,1%,x
CN=C1NN=C(c2cc(C)n(-c3c(C)n(C)n(-c4ccccc4)c3=O)c2C)CS1,u,-3%,0%,u,-1%,0%,16%,-7%,-4,1%,3%
COc1ccc(CNCCSc2nnnn2C)c(OC)c1OC,-7%,8%,-1%,1%,2%,-2%,-1%,0%,-3,2%,8%
CC1(C)CC(CC(=O)O)(c2ccc(F)cc2)CCO1 (configuration not stated),9%,6%,2%,6%,0%,3%,-4%,-6%,1,5%,0%
CCC(NC(=O)Cc1cccs1)c1ccccc1 (configuration not stated),x,2%,-7%,x,-2%,x,-4%,4%,-11,-2%,6%
Cc1cccc(NC(=S)N(CCN(C)C)Cc2cccs2)c1,11µM*,-5%,-3%,-1%[10 µM],-1%,11%,3%,-20%,7,-9%,2%
CCOC(=O)c1c(N)sc(C(O)(C(F)(F)F)C(F)(F)F)c1-c1ccccc1,-33%,0%,-1%,u,0%,3%,-4%,11%,-7,12%,16%
Clc1ccc(OCCCCCN2CCOCC2)cc1,-33%,18%,13%,-2%,1%,x,0%[11.5 µM],34%,-18,2%,-8%
COc1cc(C2C3C(=O)N(c4ccccc4)C(=O)C3ON2c2ccccc2)ccc1O (configuration not stated),18%,11%,1%,-1%,0%,5%,-5%,-13%,-18,-4%,4%
COc1ccc(-c2sc3ccccc3c2C#CCCO)cc1,-4%,-5%,-1%,-2%,-10%,1%,-1%,-9%,1,-3%,46%[activator]
O=[N+]([O-])c1cccc2c(Cl)ccnc12,-8%,-3%,-2%,-1%,-2%,-1%,-4%,-46%,5,-1%,-24%
COc1cccc(OC)c1OCc1cc(C2C3CCCC=C3C(C#N)=C(N)C2(C#N)C#N)c(C)cc1C (configuration not stated),4%,4%,0%,2%,-6%,6%,4.5µM*,-39%,-9,-7%,9%
Cn1c(=O)c2c(nc(NCc3cccnc3)n2Cc2cccc(C(F)(F)F)c2)n(C)c1=O,u,-8%,-5%,u,1%[2.3 µM],-13%,6%,-51%,4,-11%,-18%
CCCC(=O)NCc1nc2ccccc2n1C,-13%,-1%,-2%,8%,3%,5%,4%,10%,1,1%,5%
COc1ccc(O)c(C(=O)c2cnc3onc(C)c3c2)c1,23%,5%,4%,-1%,-15%,10%,6%,1%,4,-1%,u
Cc1nnc(SC(C(=O)Nc2ccc(Cl)c([N+](=O)[O-])c2)c2ccccc2)[nH]c1=O (configuration not stated),2%,-3%,-3%,4%,u,3%,4%,-3%,13,-1%,u
O=C1C2C3C=CC([C@@H]2C(=O)N1Cc1cccnc1)C31CC1 (some centres not stated),8%,-3%,3%,-5%,3%,1%,2%,-2%,-5,1%,-12%
CN(C)/C=C1\SC(=S)N(c2ccc(F)cc2)C1=O,1%,20%,10%,4%,-15%,7%,11%,62%,12,12%,x
CCN(C(=O)CSc1nnnn1-c1cc(C)ccc1OC)C1CCS(=O)(=O)C1 (configuration not stated),0%,1%,-7%,-2%,0%,0%,-1%,18%,-12,2%,-3%
COCCNC(=O)CN1C(=O)/C(=C/c2ccccc2)Oc2ccc(C(C)(C)C)cc21,22%,-2%,0%,-8%,-1%,-6%,x,-54%,-5,-6%,2%
Cc1ccc(CNC(=O)CCCc2cn(C)c3ccccc23)cc1,3%,5%,-4%,-4%,-3%,1%,x,-15%,-2,0%,-7%
SMILES,RORgamma inh,Rab9 prom act,NPC1 prom act,VP16 counter,FLuc modulator,p53 reactivation,PKM2 act,BRCA1 expr up,Giardia kill,ELG1 genotox,Menin MLL FP TR
CC12CCC(C(=O)NCc3ccccc3Cl)(OC1=O)C2(C)C (configuration not stated),1%,-3%,-4%,-2%,0%,-3%,-2%,1%,-5,-3%,21%
CCOC(=O)c1ccc(N2C(=O)CC(N(Cc3ccc4c(c3)OCO4)C(=O)Nc3ccccc3)C2=O)cc1 (configuration not stated),32%,7%,2%,-1%,-9%,-2%,-15%,-30%,3,-2%,4%
Cc1cc(C)c(C2C3=C(Nc4c2c(C)nn4-c2ccccn2)c2ccccc2C3=O)c(C)c1 (configuration not stated),2.5µM*,0%,-6%,u,6%,9%,0%,-29%,2,-5%,-15%
O=C(COc1ccc(Cl)cc1)Nc1ccc(Cc2ccncc2)cc1,u,0%,-1%,-28%,-9%,6%,0%,-1%,-2,9%,2%
Cc1ccccc1OCC(=O)Nc1ccc2c(c1)COC2=O,u,10%,2%,14%,u,1%,-1%,8%,9,21%,15%
CCC1(C)Cc2c(sc3nc(SC)[nH]c(=S)c23)CO1 (configuration not stated),u,-1%,-5%,6.3µM*,u,18%,x,-21%,18,-8%,u
CC(CCc1ccco1)NC(=O)c1cc2c(-c3ccccc3F)nn(C)c2s1 (configuration not stated),u,1%,0%,-22%,-4%,-1%,u,-33%,-15,-9%,10%
N#Cc1c(-c2ccccc2)c(-c2ccccc2)n(Cc2ccco2)c1NC(=O)c1cccs1,0%,20%,0%,-2%,0%,-6%,-35%,-13%,10,-5%,u
N#Cc1cc(-c2ccc(Cl)cc2)cn(Cc2c(Cl)cccc2Cl)c1=O,17%,-6%,2%,0%,2%,-2%,-2%,-32%,7,-4%,x
CN(C)c1oc(-c2ccccc2Cl)nc1P(=O)(c1ccccc1)c1ccccc1,-31%,1%,-1%,0%,0%,-6%,2%,-42%,19,-9%,-5%
CCOC(=O)N1CCN(S(=O)(=O)c2ccc([N+](=O)[O-])cc2)CC1,5%,6%,1%,-2%,-1%,5%,1%,-11%,-1,3%,-2%
CC1=C(C#N)CCC(=O)N1Cc1c(F)cccc1Cl,0%,4%,1%,-4%,0%,-1%,x,0%,-15,-1%,4%
O=C(Nc1cccc(Cl)c1)OCCOc1ccccc1,19%,u,u,1%,21µM*,x,2%,u,14,15%,u
CC(=O)N1CCN(S(=O)(=O)c2cccc(C(=O)NCCC3=CCCCC3)c2)CC1,x,8%,7%,x,1%,2%,x,5%,-1,-1%,x
c1ccc(C2=NN(c3ccccc3)CC2)cc1,u,3.5µM*,2.8µM*,-26%,3.4µM*,u,2%,u,1,u,x
CC(C)CC(NC(=O)c1cccs1)c1nnc(SCc2ccc(Cl)c(Cl)c2)n1C (configuration not stated),16%,2%,2%,-17%,0%,-7%,4%,-68%,-6,-1%,-6%
O=C(COc1ccc2ccccc2c1)NCCn1ccc2ccccc21,34%,-2%,-1%,-19%,-9%,-3%,u,19%,10,29%,2%
CC(=O)Nc1ccc(NC(=O)C(C)OC(=O)CSc2ccc(Br)cc2C)cc1 (configuration not stated),-40%,0%,-1%,-10%,-1%,-6%,-3%,9%,22,1%,x
COC(=O)c1c(C)nn(-c2ccccc2)c1N,-16%,-1%,3%,-8%,-12%,14%,-2%,21%,7,2%,7%
CCOC(=O)c1c(C)c(/C=N/Nc2ccccc2)n(C)c1C,11%,u,-1%,4%,u,x,11%,41%,7,x,-2%
CSc1nc(NC(C)(C)C)nc(N2CCOCC2)n1,13%,-3%,3%,4%,-1%,-6%,0%,-54%,-11,0%,17%
Cn1c(N2CCCCC2)cc(=O)n(C)c1=O,19%,9%,1%,-2%,3%,-3%,16%,-6%,10,0%,-7%
Nc1nnc(-c2cn(-c3ccccc3)nc2-c2ccccc2)o1,19%,-5%,-5%,0%,u,-2%,6%,22%,-22,12%,43%[activator]
COc1ccc(CCNC(=O)COc2ccc(S(=O)(=O)N3CCOCC3)cc2C)cc1,0%,4%,-2%,-3%,0%,-1%,1%,-6%,5,-28%,-11%

# High-throughput results as filed in PubChem BioAssay.
